# iPSC survival up = enhancers of single-cell hiPSC survival, primary screen, ATPlite luminescence. survival enhancement, % at 20 µM. 100% = ROCK inhibitor wells, 0% = DMSO. actives 0.044% (n = 360,000); in the data active means survival enhancement above about 18%;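 further: cells exposed to compounds for 16 hours before the ATP read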
# CaV13 ICDI inh = Disruptors of the CACNA1D IQ motif to Ca2+-dependent inactivation inhibitor domain association, primary screening, Förster resonance energy transfer in intact living …; HEK cells, CFP/YFP FRET ICDI-IQ, plate reader, 10 min; percent FRET-ratio fall versus neutral wells; inhibition, % at 12.3 µM; actives 0.098% (n = 340,000); AID 743397;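 active means mean replicate inhibition of at least 30% and at least 1% of replicates passing that level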;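 further: 0% = median of the neutral control wells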
# Glyco luc inh = increase of ERlucT glycosylation luciferase signal, primary screen, N-linked glycosylation inhibitor project, D54 ERlucT cells, luminescence, set 2. D54 ERlucT glycosylation luciferase reporter, 24 h; percent of 100 nM tunicamycin response. reporter increase, % at 12.5 µM. actives 0.23% (n = 360,000);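 active means mean luciferase reporter signal, scaled so untreated is 0 and the glycosylation-blocking control 100, at or above a set limit in every replicate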;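 further: luciferase carries N-glycosylation sites so blocking glycosylation raises the light; 0% = median of neutral control wells and 100% = median of 100 nM tunicamycin wells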
# aDG glyco up = activators of alpha-DG glycosylation, primary screen, uHTS, Pro5-aDG cells, AlphaScreen | actives 0.22% (n = 360,000) | alpha-DG glycosylation AlphaScreen (IIH6); 0% Pro5, 100% B10-LARGE cell signal | activation, % at 10 µM | AID 624168, 2012;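 active means activation of at least 8% versus controls, or a plate z-score of at least 8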;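 further: Pro5 are CHO cells carrying HIG-tagged alpha-DG that lacks glycosylation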
# Cardio protect = cardioprotection against H2O2-induced cell death, primary screen, uHTS, H9c2 cells, ATPLite luminescence. actives 0.63% (n = 360,000). H9c2 cardiomyocytes, H2O2 injury protection, 2 h. protection from H2O2 cell death, % at 20 µM. AID 588492, 2011;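 active means compounds giving at least 50% protection of heart cells from peroxide-induced death in the single-dose screen, raw or plate-pattern-corrected value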;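 further: 0% = DMSO wells with peroxide and 100% = DMSO wells without peroxide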
# Vif inh = HIV Vif self-association inhibitors, primary screen, imaging, HEK293T, single point; HEK293T cells, Vif self-association by quenched fluorescence, 24 h; inhibition, % at 7.49 µM; actives 0.35% (n = 340,000); AID 602346, 2012; in the data active means inhibition above about 50%, passing the limit was not always enough; further: some results filed as inactive read as strong as hits
# PDI turbidity = inhibitors of human PDI, primary screen, biochemical, turbidity, single point, plate reader | actives 0.052% (n = 350,000) | AID 588391, 2011 | PDI insulin aggregation turbidity, A650, 90 min | inhibition, % at 10 µM | Protein disulfide-isomerase (Homo sapiens), P07237;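 active means mean inhibition across replicates of 30% or more, whatever share of single replicates reach that level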;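 further: absorbance from insulin aggregation driven by PDI reduction with DTT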
# Target sequence (P07237 whole entry, looked up): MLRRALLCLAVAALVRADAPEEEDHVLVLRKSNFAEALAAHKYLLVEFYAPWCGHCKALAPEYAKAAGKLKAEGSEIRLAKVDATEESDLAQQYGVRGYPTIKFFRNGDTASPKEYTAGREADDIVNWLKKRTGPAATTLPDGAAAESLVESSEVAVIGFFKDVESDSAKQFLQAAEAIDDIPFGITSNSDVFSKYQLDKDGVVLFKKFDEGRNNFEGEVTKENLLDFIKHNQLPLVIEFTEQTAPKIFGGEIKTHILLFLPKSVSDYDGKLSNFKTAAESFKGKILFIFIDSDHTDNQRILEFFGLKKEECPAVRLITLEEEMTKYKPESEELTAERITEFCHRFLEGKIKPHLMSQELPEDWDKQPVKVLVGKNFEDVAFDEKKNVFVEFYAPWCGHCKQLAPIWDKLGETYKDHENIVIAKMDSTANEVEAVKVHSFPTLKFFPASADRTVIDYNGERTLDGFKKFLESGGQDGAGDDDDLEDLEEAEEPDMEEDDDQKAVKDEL
# Granule exo inh = LAMP-1 surface exposure blockers, TALL-104 cells – cell-based, flow cytometry, MLPCN library, primary screen; TALL-104 LAMP-1 surface exposure; cells stimulated with thapsigargin and PMA; actives 0.66% (n = 360,000); AID 651702, 2012; inhibition, % at 10 µM;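 active means inhibition above about 55%, limit read from the data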
# HTR2A ag = mouse Htr2a agonists via beta-arrestin recruitment, primary screen, cell-based, luminescence | 5-hydroxytryptamine receptor 2A (Mus musculus), P35363 | CHO-K1 mHTR2A beta-arrestin complementation; percent of 30 µM serotonin response | activation, % at 7.6 µM | actives 0.66% (n = 360,000);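 active means activation above a run cutoff, the mean activation of all tested compounds plus 3 SD, cut at about 14% in these data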;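 further: 0% = plate median of compound wells and 100% = 30 µM serotonin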
# Target sequence (P35363 whole entry, looked up): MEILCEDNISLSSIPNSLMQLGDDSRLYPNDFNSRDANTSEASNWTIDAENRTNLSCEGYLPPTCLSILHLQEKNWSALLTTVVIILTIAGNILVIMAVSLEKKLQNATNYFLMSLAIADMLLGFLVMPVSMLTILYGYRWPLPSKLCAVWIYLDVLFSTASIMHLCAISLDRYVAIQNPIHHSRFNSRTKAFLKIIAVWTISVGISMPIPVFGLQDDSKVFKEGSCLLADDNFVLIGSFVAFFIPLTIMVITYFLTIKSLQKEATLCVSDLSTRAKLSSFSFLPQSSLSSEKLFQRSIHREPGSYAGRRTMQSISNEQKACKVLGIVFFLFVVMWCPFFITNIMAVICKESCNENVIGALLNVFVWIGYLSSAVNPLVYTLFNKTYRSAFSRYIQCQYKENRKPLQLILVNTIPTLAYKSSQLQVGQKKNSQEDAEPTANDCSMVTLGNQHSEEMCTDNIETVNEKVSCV
# ABCB6 inh MLPCN = ABCB6 transporter inhibitors, primary screen, K562-ABCB6 cells, flow cytometry, MLPCN library; ATP-binding cassette sub-family B member 6 (Homo sapiens), Q9NP58; fluorescence ratio to DMSO, % at 10 µM; K562-ABCB6 porphyrin accumulation, 1 h; hits give low values; AID 602162, 2011; actives 0.19% (n = 360,000);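 active means fluorescence ratio to DMSO below 75%, the collection mean minus 3 SD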;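 further: signal is porphyrin accumulated inside mitochondria; 100% equals median channel fluorescence of DMSO control wells; lower ratio means ABCB6 inhibition with less porphyrin fluorescence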
# Starred values were filed as active, the others as inactive; nt = no result given.
item	SMILES	iPSC survival up	CaV13 ICDI inh	Glyco luc inh	aDG glyco up	Cardio protect	Vif inh	PDI turbidity	Granule exo inh	HTR2A ag	ABCB6 inh MLPCN
1	COc1cc(CN2CCC(C(=O)NC(c3ccc(-c4ccccc4)cc3)c3cnccn3)CC2)cc(OC)c1 (configuration not stated)	1.4	-5	-5	3.3	2	-13	-3	37	-8	95
2	Cc1ccc(Cc2c(-c3cccc(Cl)c3)nc3cc(C)c(Br)c(C)n23)cc1	-1.3	-7	-8	-0.1	-2	nt	nt	0	-4	99
3	Cc1ccc(CC(NC(=O)c2ccc(C)cc2)C(=O)O)cc1 (configuration not stated)	-0.8	-4	2	-0.3	9	7	12	-1	-1	99
4	O=C(CC1C(=O)NCCN1Cc1cccc(C(F)(F)F)c1)NCCCOc1cccnc1 (configuration not stated)	-0.5	-3	-1	0.0	-1	-4	-3	2	-4	104
5	O=C1CCCC2=C1C(c1ccccc1)CC(=O)N2c1ccccc1 (configuration not stated)	-2.8	-5	-1	-0.2	14	nt	-2	29	2	189
6	O=[N+]([O-])c1ccc(N2CCC(=NOCc3ccc(Cl)cc3)CC2)cc1	-0.2	-5	-3	1.0	-3	-17	3	6	-3	95
7	CCOc1ccc(N2C(=O)CC(N3CCC(NC(=O)Nc4ccccc4)CC3)C2=O)cc1 (configuration not stated)	4.2	-6	-3	0.1	-5	5	-15	1	1	97
8	O=C(Nc1ccc2nc(C(F)(F)F)[nH]c2c1)[C@@H]1O[C@H](CO)[C@@H](O)[C@H]1O	-1.0	-5	2	-0.1	4	5	-6	-8	-2	102
9	Cc1cccc(C)c1NC(=O)CN1CCN(CCCC(c2ccc(F)cc2)c2ccc(F)cc2)CC1	0.7	-6	-5	1.9	-7	-3	0	18	-9	99
10	CC(=O)N1CCc2cc(S(=O)(=O)NCCC3=CCCCC3)ccc21	-0.9	-4	2	5.0	-20	nt	-8	-5	0	94
11	Cc1nn(Cc2ccccc2Cl)c(C)c1NC(=O)c1cc(-c2ccc(F)cc2)on1	-3.8	-9	0	0.4	-11	14	5	0	1	93
12	O=C(CSc1nnc(CNC(=O)c2c(F)cccc2F)o1)NCc1ccc(F)cc1	-0.5	-9	1	-0.1	3	-4	18	9	-4	96
13	C#Cc1ccc([C@@H]2C=C(C(=O)OCC=C)O[C@H](OCCCCO)C2)cc1	2.5	-4	0	-0.1	0	-5	7	0	3	102
14	Cc1cc2c(cc1C)CSC(c1ccccc1OC(=O)C(C)C)SC2	-1.0	0	-6	-0.3	-4	9	3	-1	1	88
15	COc1ccccc1NC(=O)Nc1ccc(Cc2ccncc2)cc1	-0.5	-5	0	1.1	2	0	7	-6	-5	121
16	COc1ccc(/C=N/NC(=O)CC(=O)NCc2cccnc2)cc1[N+](=O)[O-]	-0.3	-3	2	0.6	-1	1	6	-5	-2	102
17	CCOc1ccc(CN(C)C(=O)c2cccc(S(=O)(=O)N3CCCC3)c2)cc1OC	0.2	-2	0	0.6	5	-4	-2	0	-3	94
18	Cc1oc2ccc(OCc3cccc(Cl)c3)cc2c1C(=O)O	0.8	-6	2	-0.2	4	7	-1	-4	-6	105
19	CC1CC(C)CN(C(=S)NC2CCCCC2)C1 (configuration not stated)	0.4	-3	2	-0.1	-3	1	-5	-4	-1	92
20	CC(C)c1ccc(C(=O)NCCCN2CCOCC2)cc1	-0.5	-2	1	0.1	0	-12	-9	4	-2	95

# The results go on.
item	SMILES	iPSC survival up	CaV13 ICDI inh	Glyco luc inh	aDG glyco up	Cardio protect	Vif inh	PDI turbidity	Granule exo inh	HTR2A ag	ABCB6 inh MLPCN
21	COc1ccc(S(=O)(=O)N2CCC(N3CCN(c4ccccc4OC)CC3)CC2)cc1	0.0	-7	-1	0.2	7	1	3	6	0	105
22	O=C(c1ccc(Cl)cc1Cl)N1CCN(c2ccc(N3CCOCC3)nn2)CC1	0.3	-5	-1	-0.2	2	-1	-3	7	-7	91
23	O=C(CN1CCOCC1)n1c2ccccc2c2ccccc21	-0.5	nt	3	0.4	-6	16	17	-9	2	90
24	COc1cccc(NS(=O)(=O)c2ccc3[nH]cc(C(=O)NC4CC4)c(=O)c3c2)c1	3.6	nt	1	-0.2	18	-13	2	12	-6	111
25	COc1cc2c(C(F)(F)F)c(-c3ccc(C#N)cc3)oc(=O)c2cc1OC	4.1	-11	2	0.0	-5	9	-10	-6	-2	96
26	Cn1c(=O)c2c(nc(NCCNC(=O)c3ccco3)n2Cc2ccccc2F)n(C)c1=O	0.7	-3	6	-0.2	-2	-6	-4	-4	4	112
27	Cc1nc(-c2ccccc2)cs1	-1.2	-5	3	0.0	8	-8	1	2	4	83
28	CCOC(=O)C1=CN2CCC[C@H]2CC1=O	-1.7	-10	2	0.0	-2	-4	-1	2	8	98
29	COCCCNC(=O)C1CC(=O)N(C2CCCC2)C1 (configuration not stated)	-1.0	-10	-1	0.1	-3	-5	-8	-3	0	99
30	CC[C@H]1OC(=O)[C@H](C)[C@@H](O[C@H]2C[C@@](C)(OC)[C@@H](O)[C@H](C)O2)[C@H](C)[C@@H](O[C@@H]2O[C@H](C)C[C@H](N(C)C)[C@H]2O)[C@](C)(O)C[C@@H](C)[C@@H]2N[C@@H](COCCOC)O[C@H]([C@H]2C)[C@]1(C)O	1.7	-5	0	0.0	-5	-14	5	-1	0	96
31	CCOC(=O)C1CCN(CC(C)(C)NS(=O)(=O)c2ccc(Cl)cc2)CC1	0.5	-2	0	0.0	-5	7	-2	9	-12	102
32	COc1cc(C(=O)OCC(=O)Nc2ccc(F)cc2F)cc(OC)c1OC	-1.4	-6	2	0.0	-5	3	-5	-2	3	96
33	COc1ccc(S(=O)(=O)NCc2ccccn2)cc1OC	-0.4	-5	4	-0.1	-2	-10	6	-8	7	91
34	O=C(CNCCO)NC12CC3CC(CC(C3)C1)C2	-1.5	-6	3	-0.3	2	9	1	3	9	100
35	CN(C)c1ccc(N=Nc2ccc(S(N)(=O)=O)cc2)cc1	1.1	-7	-5	-0.2	-3	1	-2	-3	0	96
36	Oc1cc(NCCN2CCOCC2)cc2cccnc12	-1.2	-10	21	1.8	-28	-5	-2	-2	-4	108
37	COc1ccccc1N1CCN(C(=O)c2onc(C)c2Cl)CC1	-2.3	-6	14	-0.4	26	nt	nt	-4	-7	104
38	Cc1ccc(NC(=O)/C(=C\c2ccccc2)NC(=O)c2ccco2)cc1	-0.5	-5	1	0.1	2	2	4	-4	0	108
39	CCCCC(OC(=O)c1ccco1)C(=O)NCc1ccc(C)cc1 (configuration not stated)	-0.5	-5	1	-0.1	-1	-4	21	16	3	91
40	CCn1c(SCC(=O)NCCc2ccc(F)cc2)nnc1-c1cccs1	0.6	-5	2	-0.2	-4	0	5	0	-3	88

# Continued.
item	SMILES	iPSC survival up	CaV13 ICDI inh	Glyco luc inh	aDG glyco up	Cardio protect	Vif inh	PDI turbidity	Granule exo inh	HTR2A ag	ABCB6 inh MLPCN
41	O=C1COc2ccc(C(=O)COC(=O)CNC(=O)c3ccco3)cc2N1	1.1	-16	3	0.3	11	0	2	-9	-4	101
42	O=C(Nc1cc(S(=O)(=O)N2CCOCC2)ccc1N1CCOCC1)c1cc(=O)[nH]c2ccccc12	4.0	-5	1	0.2	7	0	2	-3	-4	100
43	CCc1cc2cc(C)ccc2nc1SCC(=O)N1CC(=O)Nc2ccccc21	-0.1	-5	-5	0.2	2	-7	6	20	-1	97
44	O=C(Nc1cccc(-c2cn3cccnc3n2)c1)Nc1ccccc1F	0.1	-7	2	0.1	23	-7	4	14	8	101
45	COc1ccc(/C=N/NC(=O)Cn2cc(C(F)(F)F)ccc2=O)cc1	-0.6	-1	4	0.2	3	-1	1	-6	-1	101
46	O=c1oc2cc(OCCO)ccc2c2c1CCCC2	-0.2	-4	2	0.3	3	5	5	-5	-1	95
47	O=C(NCc1nc2ccccc2[nH]1)C1=C[C@H](c2ccc(Br)cc2)C[C@H](OCc2ccc(CO)cc2)O1	1.2	-10	0	0.0	0	-2	0	-1	-9	100
48	O=C(NCCc1ccc2c(c1)OCO2)C1CCN(S(=O)(=O)c2ccc(Cl)cc2)CC1	-0.7	-7	-3	0.0	0	-2	-7	-2	-3	95
49	O=Cc1ccc(C(=O)OCC(=O)NC(=O)Nc2ccccc2F)cc1	-0.9	nt	0	0.1	-5	10	-5	0	-4	98
50	O=C(NCCCN1CCCC1=O)C(=O)NCC1OCCN1S(=O)(=O)c1ccc(Cl)cc1 (configuration not stated)	1.2	-6	0	0.2	2	14	-1	6	12	104
51	Cc1ccc(/C=C2\C(=O)ON=C2c2ccccc2)o1	0.3	3	2	-0.3	-6	0	4	1	-2	101
52	CCc1cc(C(=O)N2CCN(C(=O)c3ccco3)CC2)sc1C	0.3	-6	-2	0.6	-6	-2	-4	-2	3	104
53	O=S(=O)(CCc1nc2ccccc2[nH]1)c1ccc(Cl)cc1	-2.1	-2	-3	0.1	5	0	-1	0	1	98
54	CCOc1cccc(C2C(C(=O)c3ccco3)=C(O)C(=O)N2Cc2ccncc2)c1 (configuration not stated)	3.5	nt	-1	0.1	5	2	0	3	0	90
55	CC1(C)CC(=O)C2=C(C1)N(c1cccnc1)C(N)=C(C#N)C2c1cccs1 (configuration not stated)	0.7	-5	2	0.1	7	2	11	4	4	103
56	C/C(=N\NC(=O)CCC(=O)N/N=C(\C)c1ccc(C)o1)c1ccc(C)o1	-0.7	-2	0	-0.1	4	-7	-1	-9	-1	93
57	C=CCc1ccc(OC(=O)NC2CCCCC2)c(OC)c1	-0.2	-21	1	0.1	-6	-2	-15	-7	9	95
58	CCN(CCCc1ccccc1)CCCc1ccccc1	0.6	-8	-1	0.3	5	-3	0	-4	-4	102
59	CCN(C(=O)c1cc2c(=O)[nH]c3ccc(C)cc3c2s1)c1ccccc1F	0.5	-5	0	-0.1	-11	11	2	-11	0	92
60	CCOc1ccc(C(=O)NCC(=O)N2CCCC2)cc1	0.8	-7	2	-0.1	-4	-4	9	15	9	101

# Next records follow:
item	SMILES	iPSC survival up	CaV13 ICDI inh	Glyco luc inh	aDG glyco up	Cardio protect	Vif inh	PDI turbidity	Granule exo inh	HTR2A ag	ABCB6 inh MLPCN
61	Cc1ccc(OCCCCN2CCCCC2)c(Br)c1	-1.9	-7	-2	0.6	0	-2	-3	-1	-5	95
62	O=C(Nc1ncc2c(n1)CC(c1ccco1)CC2=O)c1ccco1 (configuration not stated)	-0.7	-19	1	0.0	7	-9	2	-3	6	96
63	COc1ccc(CCNC(=O)C/C(C)=N/NC(=O)c2cnccn2)cc1	-0.3	-4	-1	0.2	-1	1	-4	-2	1	95
64	O=C(O)CNC(=O)c1ccc(NC(=O)/C(=C/c2ccccc2)NC(=O)c2ccccc2Br)cc1	0.1	-5	-1	0.0	3	7	-7	-7	7	96
65	c1ccc(-c2nnc(CSc3nc4ccccc4[nH]3)o2)cc1	0.8	-6	-1	0.6	2	-1	-4	-9	-5	100
66	CCCNC(=O)c1c(N)n(-c2cc(OC)cc(OC)c2)c2nc3ccccc3nc12	-0.4	-1	-1	0.5	31	4	-5	1	-3	92
